PAX8 inh HTS – inhibitors of PAX8 transcriptional activity in RMG-I cells; RMG-I TPO-luciferase reporter, SteadyGlo, 24 h; inhibition, % at 12.6 µM; 1.2% of 360,000 active;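 active = mean replicate inhibition at least 60% with every replicate also reaching 60%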;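 note: luciferase light reporting Pax8 driven TPO promoter activity; plate controls were median of neutral control wells for no effect and mitoxantrone controls for full effect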
FN deposition inh – fibronectin deposition inhibition; 0.086% of 350,000 active; AID 743247; inhibition, % at 12.6 µM; AH1F fibroblasts, Alexa488-fibronectin deposition fluorescence, overnight;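 active = mean inhibition across replicates of 30% or more, regardless of how many single replicates reach that level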;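 note: positive control wells lacked labelled fibronectin entirely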
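Assay system: AH1F fibroblasts assembling fluorescent fibronectin matrix; Amount: 10000 AH1F cells per well; Buffer or medium: DMEM, 2% serum; Probe or stimulus: Alexa488-fibronectin, 24 nM final in well; Doses: single compound dose, delivered by pin transfer; Incubation: 1 h adhesion, overnight exposure; Measured by: fluorescence 485/525 nm; Read-out: fibronectin deposition inhibition.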
miR122 inh – inhibitors of miR-122 in Huh7 cells; Huh7 miR-122 Renilla luciferase sensor, 48 h; neutral wells = 0, positive control = 100; activation (reporter increase), % at 12.5 µM; 0.3% of 340,000 active; AID 602342;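 active = mean replicate activation score at least 90 and every replicate individually at or above 90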;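 note: higher luciferase means less miR-122 activity so hits act as miR-122 inhibitors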
INS-1E GSIS act – primary screen for activators of insulin secretion dependent on glucose, INS-1E cells, GLuc reporter luminescence; 0.61% of 370,000 active; INS-1E GLuc reporter insulin secretion, 2-3 h; AID 743287; activation, % at 16.6 µM;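 active = lowest replicate activation of at least 40%, so every replicate reaches that level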;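 note: 0% = median of neutral control wells and 100% = median of IBMX positive control wells; some compounds called inactive have numbers as strong as hits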
DENV2 CPE rescue – inhibitors of DENV2 cytopathic effect | DENV2-infected cells, cytopathic effect rescue, plate reader | CPE inhibition, % at 9.99 µM | 1.7% of 350,000 active | AID 651640; in the data active = CPE inhibition above about 20%, passing the limit was not always enough; tested in BHK-21 cells;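 note: 0% = median of neutral control wells and 100% = median of positive control wells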
F508del corr – correctors of CFTR F508del function in bronchial epithelial cells. 0.36% of 350,000 active. CFBE cells, YFP halide quenching; stimulated with forskolin plus potentiator P3; % fluorescence drop versus neutral controls. activity (quench increase), % at 7.58 µM. AID 720511;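 active = mean added fluorescence quench of at least 8% versus neutral control, with both replicates also reaching 8%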;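 note: cells transiently co-express mutant CFTR-F508del with the halide-sensitive YFP; corrector assay measuring rescue of mutant channel to the surface after 24 h compound exposure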
EWS-Fli inh – inhibitors of EWS/Fli oncoprotein transcriptional activity | inhibition, % at 12.6 µM | A673 NR0B1-luciferase reporter, viability-normalised | AID 651661 | 0.67% of 350,000 active;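 active = mean inhibition of at least 50% after viability correction, with every replicate also passing that limit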;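 note: firefly luciferase signal divided by Alamar Blue viability fluorescence both relative to DMSO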
* marks the source's active call; other numbers are inactive results; [ ] = remark or other dose.

CC(=O)N1[C@@H]2c3ccc(C4=CCCCC4)c(=O)n3C[C@H]1[C@H](CO)[C@H]2C(=O)N[C@H](C)c1ccccc1 was read as INS-1E GSIS act -1, DENV2 CPE rescue -4 and EWS-Fli inh 2.
Screening Cc1ccc(S(=O)(=O)Nc2ccc3c(c2)C(=O)N([C@@H](C)CO)C[C@@H](C)[C@H](CN(C)S(=O)(=O)c2ccc(C)cc2)OCCCC[C@H](C)O3)cc1 returned PAX8 inh HTS 27, FN deposition inh 7, miR122 inh 1[16.7 µM], INS-1E GSIS act 1, DENV2 CPE rescue -13, F508del corr -0.7 and EWS-Fli inh 5.
Screening COc1ccccc1CCC(=O)N1CCN(S(=O)(=O)c2cc(C(F)(F)F)ccc2Cl)CC1 returned PAX8 inh HTS 8, FN deposition inh -8, miR122 inh -7, INS-1E GSIS act -57, DENV2 CPE rescue -5, F508del corr -0.9 and EWS-Fli inh 1.
O=C(CCc1nc2ccccc2c(=O)[nH]1)N1CCN(S(=O)(=O)c2ccc(Cl)c(C(F)(F)F)c2)CC1 was read as PAX8 inh HTS 14, miR122 inh -4, INS-1E GSIS act 8, DENV2 CPE rescue -2, F508del corr 3.5 and EWS-Fli inh 3.
`CCN1[C@H](C(=O)OC)[C@@H](CO)[C@@H]2Cn3c(ccc(-c4cccc(OC)c4)c3=O)[C@@H]21` gave PAX8 inh HTS -5, miR122 inh -6[16.7 µM], INS-1E GSIS act 12, DENV2 CPE rescue -3, F508del corr -1.4 and EWS-Fli inh 7.
`CC(C)N(C(=O)COC(=O)[C@@H]1CC(O)CN1S(=O)(=O)c1ccccc1[N+](=O)[O-])C(C)C` (stereo partly drawn) gave PAX8 inh HTS 20, FN deposition inh -3 and INS-1E GSIS act -5.
CC(=O)N(C)C[C@H]1OCc2ccccc2-c2c(n(C)c3ccccc23)C(=O)N([C@@H](C)CO)C[C@H]1C was read as FN deposition inh 8, INS-1E GSIS act 20, DENV2 CPE rescue 14, F508del corr 3.8 and EWS-Fli inh -14.
`CCCCN(C(=O)c1ccccc1OCc1ccc(F)cc1)c1c(N)n(CC(C)C)c(=O)[nH]c1=O` gave PAX8 inh HTS 21, FN deposition inh 0, INS-1E GSIS act -5, DENV2 CPE rescue 66*, F508del corr -0.3 and EWS-Fli inh 7.
For O=C(C[C@@H]1CC[C@@H]2[C@H](COC[C@@H](O)CN2C(=O)Nc2ccccc2)O1)NCCc1ccncc1 the results were PAX8 inh HTS -11, FN deposition inh -3, miR122 inh 8[16.7 µM], INS-1E GSIS act 1, DENV2 CPE rescue 3, F508del corr -1.5 and EWS-Fli inh -10.
`O=S(=O)(Nc1ccc(-c2cn3c(n2)SCC3)cc1)c1ccccc1F` gave PAX8 inh HTS -8, miR122 inh 1, INS-1E GSIS act -9, DENV2 CPE rescue 0 and F508del corr 3.7.
For CN(C)C(=O)c1ccc(-c2ccc([C@@H]3[C@@H](CO)N(S(C)(=O)=O)[C@H]3C#N)cc2)cc1 the results were PAX8 inh HTS 2, FN deposition inh 2, INS-1E GSIS act 9, DENV2 CPE rescue 6, F508del corr 0.6 and EWS-Fli inh 5.
For O=S(=O)(c1ccccc1)c1cc(O)ccc1O the results were PAX8 inh HTS 1, FN deposition inh 10, miR122 inh 221*, INS-1E GSIS act 2, DENV2 CPE rescue -2, F508del corr -2.6 and EWS-Fli inh 7.
For CCC(=O)NC[C@@H]1[C@@H](c2ccc(-c3cccc(F)c3)cc2)[C@@H](CO)N1C(=O)CC the results were PAX8 inh HTS 16, miR122 inh -6[16.7 µM], INS-1E GSIS act 3, DENV2 CPE rescue -2, F508del corr 0.1 and EWS-Fli inh -18.
For COc1ccccc1CN(C)C[C@@H]1OCc2ccccc2-c2ccccc2C(=O)N([C@H](C)CO)C[C@@H]1C the results were PAX8 inh HTS 8, FN deposition inh 7, INS-1E GSIS act 15, DENV2 CPE rescue 2, F508del corr -1.6 and EWS-Fli inh 0.
`CCC(=O)N1CCC2(CC1)CN(C(=O)Nc1ccccc1F)[C@@H](CO)c1[nH]c3cc(OC)ccc3c12` gave INS-1E GSIS act -14, DENV2 CPE rescue -7, F508del corr -0.1 and EWS-Fli inh -8.
Cc1nc(-c2ccccc2)nc2sc(C(=O)c3ccc(F)cc3)c(N)c12 was read as PAX8 inh HTS 4, FN deposition inh -7, miR122 inh -1, DENV2 CPE rescue 0, F508del corr 0.0 and EWS-Fli inh 8.
For Cc1ccc(N2C(=O)C3C(C2=O)C2C=CC3C23CC3)c([N+](=O)[O-])c1 (stereo not drawn) the results were PAX8 inh HTS -8, FN deposition inh -7, INS-1E GSIS act -3, DENV2 CPE rescue 4 and EWS-Fli inh 1.
Screening C[C@H](O)[C@@H]1CN2CCc3c([nH]c4c(-c5ccccc5)cccc34)[C@@H]2C[C@@H]1N(C)C(=S)NCCc1ccccc1 returned PAX8 inh HTS 21, FN deposition inh 2, INS-1E GSIS act -24, DENV2 CPE rescue -3, F508del corr 0.7 and EWS-Fli inh -7.
`O=C(CNC(=O)c1ccccc1)NCC(=O)OCC(=O)c1ccccc1` gave PAX8 inh HTS 17, FN deposition inh 9, miR122 inh -2, INS-1E GSIS act -7, DENV2 CPE rescue -7, F508del corr -2.3 and EWS-Fli inh -3.
For COc1cccc(Nc2ncccc2C(=O)Nc2ccccc2)c1 the results were PAX8 inh HTS 4, FN deposition inh -11 and miR122 inh 1.

Retrieved by structure from the list above (2):
For Cc1ccc(N2C(=O)C3C(C2=O)C2C=CC3C23CC3)c([N+](=O)[O-])c1 (stereo not drawn) the results were PAX8 inh HTS -8, FN deposition inh -7, INS-1E GSIS act -3, DENV2 CPE rescue 4 and EWS-Fli inh 1.
`O=C(CNC(=O)c1ccccc1)NCC(=O)OCC(=O)c1ccccc1` gave PAX8 inh HTS 17, FN deposition inh 9, miR122 inh -2, INS-1E GSIS act -7, DENV2 CPE rescue -7, F508del corr -2.3 and EWS-Fli inh -3.

Continued.
O=C(NC(C(=O)c1ccccc1)N1CCCCCC1)c1ccco1 (stereo not drawn) was read as PAX8 inh HTS -10, FN deposition inh 0, INS-1E GSIS act 0, DENV2 CPE rescue -1 and EWS-Fli inh -8.
For CC1CCCC(C)N1C(=O)CSc1nnnn1-c1cccc2c1CCCC2 (stereo not drawn) the results were PAX8 inh HTS 1, FN deposition inh -1, miR122 inh -6 and INS-1E GSIS act -23.
Screening Cc1ccc(S(=O)(=O)N(C)C[C@H]2OCCCC[C@H](C)Oc3ccc(NC(=O)NC4CCCCC4)cc3C(=O)N([C@@H](C)CO)C[C@@H]2C)cc1 returned PAX8 inh HTS -8, FN deposition inh -4, miR122 inh -6[16.7 µM], INS-1E GSIS act -19, DENV2 CPE rescue -9, F508del corr -2.4 and EWS-Fli inh 14.
For Nc1ncnc2c1C(c1ccccc1)c1c(ccc3ccccc13)O2 (stereo not drawn) the results were PAX8 inh HTS 19, FN deposition inh -7, miR122 inh 13, INS-1E GSIS act -5, DENV2 CPE rescue 10, F508del corr -1.8 and EWS-Fli inh 20.
Screening CC(=O)N(C)C[C@@H]1Oc2cc(C#Cc3ccccc3)ccc2S(=O)(=O)N([C@H](C)CO)C[C@H]1C returned miR122 inh 25[16.7 µM], INS-1E GSIS act -26, DENV2 CPE rescue 0, F508del corr -0.1 and EWS-Fli inh 2.
For CCOc1ccc(NC(=O)C2CC(=O)OC2c2ccccc2)cc1 (stereo not drawn) the results were PAX8 inh HTS -7, FN deposition inh 5, INS-1E GSIS act -3, DENV2 CPE rescue 4, F508del corr -0.8 and EWS-Fli inh -2.
Screening C#CCNC(=O)C[C@@H]1C[C@@]2(C(=O)OCC)CCC=C2N(Cc2ccc(Cl)cc2Cl)C1=O returned PAX8 inh HTS 12, FN deposition inh 16, DENV2 CPE rescue -1, F508del corr -0.1 and EWS-Fli inh 13.
Screening CCC1CCCCN1S(=O)(=O)c1ccc(NC(=O)C2CC(=O)N(C(C)(C)C)C2)cc1 (stereo not drawn) returned PAX8 inh HTS -103, FN deposition inh -2, miR122 inh 7, INS-1E GSIS act 8, DENV2 CPE rescue -6, F508del corr -3.8 and EWS-Fli inh -65.
For CC(=O)Nc1ccc2nc(NC(=O)COc3ccccc3C)sc2c1 the results were PAX8 inh HTS -20, FN deposition inh -10, miR122 inh -4, INS-1E GSIS act 8, DENV2 CPE rescue 8, F508del corr 1.0 and EWS-Fli inh -12.
`CC(C)CCN1CC(=O)N2[C@@H](Cc3c([nH]c4ccccc34)C2(C)C)C1=O` gave PAX8 inh HTS 14, FN deposition inh -5, miR122 inh -1, INS-1E GSIS act 10, DENV2 CPE rescue -6, F508del corr 0.3 and EWS-Fli inh -4.
CCC(=O)Nc1ccc2c(c1)C(=O)N(C)C[C@H](OC)[C@@H](C)CN(Cc1cccc(F)c1)[C@@H](C)CO2 was read as PAX8 inh HTS 4, FN deposition inh 4, INS-1E GSIS act 14, DENV2 CPE rescue -10, F508del corr 3.3 and EWS-Fli inh 5.
`CCN1C(=O)CS/C1=N\S(=O)(=O)c1ccc(Cl)cc1` gave PAX8 inh HTS 5, FN deposition inh 3, miR122 inh -7, INS-1E GSIS act -1, DENV2 CPE rescue 3, F508del corr -2.5 and EWS-Fli inh -6.
Screening CCOC(=O)[C@H]1[C@H]2COc3ccc(Cl)cc3[C@@H]2N2C(=O)CNC(=O)[C@@]12C returned PAX8 inh HTS -14, FN deposition inh -17, miR122 inh -2, INS-1E GSIS act -1, DENV2 CPE rescue -18, F508del corr -0.3 and EWS-Fli inh -1.
C[C@H](CO)N1C[C@H](C)[C@@H](CN(C)C(=O)Nc2cccc3ccccc23)Oc2ccc(NC(=O)Cn3cnnn3)cc2CC1=O was read as PAX8 inh HTS 11, FN deposition inh -5, INS-1E GSIS act 12, DENV2 CPE rescue 17 and F508del corr -0.6.
For Cc1ccc(C(=O)c2c3ccccc3[n+]([O-])n2CCO)cc1 the results were PAX8 inh HTS 15, FN deposition inh -1, miR122 inh 11, INS-1E GSIS act 48*, DENV2 CPE rescue -20, F508del corr 0.6 and EWS-Fli inh -1.
CCOC(=O)c1c(NC(=O)CN2CCCc3ccccc32)sc(C)c1CC was read as PAX8 inh HTS 15, FN deposition inh 6, miR122 inh 21, INS-1E GSIS act 18, DENV2 CPE rescue 0 and EWS-Fli inh 4.
For CCc1cc2c(CN3CCN(Cc4ccccc4)CC3)cc(=O)oc2cc1O the results were PAX8 inh HTS 10, FN deposition inh 9, miR122 inh -2, INS-1E GSIS act 1, DENV2 CPE rescue -2, F508del corr -4.4 and EWS-Fli inh 5.
O=C(Cc1ccccn1)NCC[C@H]1CC[C@H](NC(=O)c2ccccc2F)[C@@H](CO)O1 was read as PAX8 inh HTS 13, FN deposition inh 5, INS-1E GSIS act 8, DENV2 CPE rescue 14, F508del corr 4.7 and EWS-Fli inh 0.
COc1ccccc1N(CC(=O)Nc1ccc(Cc2ccncc2)cc1)S(=O)(=O)c1ccccc1 was read as PAX8 inh HTS 1, FN deposition inh 1, miR122 inh 61, INS-1E GSIS act -11, DENV2 CPE rescue -2, F508del corr 1.0 and EWS-Fli inh 23.
Screening O=C(c1cc(-c2ccccc2O)on1)N1CCCCCC1 returned PAX8 inh HTS -163, FN deposition inh -2, miR122 inh 4, INS-1E GSIS act 9, DENV2 CPE rescue 4, F508del corr -1.1 and EWS-Fli inh -95.
`Cc1noc(C)c1COc1ccc(C(=O)N2CC(C)CC(C)C2)cc1` (stereo not drawn) gave PAX8 inh HTS 9, FN deposition inh 7, miR122 inh 1, INS-1E GSIS act -34, DENV2 CPE rescue 1, F508del corr -6.1 and EWS-Fli inh 8.
Cc1ccc(CNC(=O)Cc2ccc(Br)cc2)cc1 was read as PAX8 inh HTS 9, FN deposition inh 7, miR122 inh 21, DENV2 CPE rescue -3 and EWS-Fli inh 48.
For Cc1ccc([N+](=O)[O-])cc1S(=O)(=O)N1CCC(C)CC1 the results were PAX8 inh HTS -1, FN deposition inh -5, miR122 inh -11, INS-1E GSIS act -2, DENV2 CPE rescue 1, F508del corr -1.4 and EWS-Fli inh 1.

Assay outcomes (PubChem BioAssay)
